CHO-K1 Ca PAM – nonselective calcium activators in parental CHO-K1 cells, primary screen, counter-screen for M1 PAM project, cell-based, Fluo-8 calcium fluorescence, full deck, 1536-well; activation, % at 3 µM; AID 602247, 2012; 0.02% of 360,000 active; ATP EC20; 0% at ATP EC20, 100% at ATP max;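 active = activation above the run cutoff, the mean activation of all test compounds plus 3 SD, cut at about 40% in these data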;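 also: peak over basal fluorescence ratio in a 140 s read after ATP addition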
TAAR1 antagonist – human TAAR1 antagonists, primary screen, Fluo-8 calcium fluorescence, CHO RD-HGA16 cells. antagonist. inhibition, % at 3 µM. 1.5% of 360,000 active. AID 624466, 2012;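 active = inhibition above a per-plate cutoff, the mean inhibition of test compounds on that plate plus 3 SD, cut at about 49% in these data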;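 also: 0% = DMSO plus EC80 beta-PEA response and 100% = DMSO alone without agonist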
Target sequence (Q96RJ0 whole entry, looked up): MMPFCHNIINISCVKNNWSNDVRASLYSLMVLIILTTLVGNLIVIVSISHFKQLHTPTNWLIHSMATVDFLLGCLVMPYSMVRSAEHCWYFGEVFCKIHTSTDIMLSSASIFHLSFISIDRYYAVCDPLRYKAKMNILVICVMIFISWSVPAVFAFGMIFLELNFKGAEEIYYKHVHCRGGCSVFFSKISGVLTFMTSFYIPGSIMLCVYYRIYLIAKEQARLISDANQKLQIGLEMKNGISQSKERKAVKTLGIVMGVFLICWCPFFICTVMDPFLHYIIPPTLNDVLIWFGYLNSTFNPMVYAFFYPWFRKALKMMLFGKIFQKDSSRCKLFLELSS
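Test system: hTAAR1-expressing CHO RD-HGA16 cells, Gα16-coupled; Probe or stimulus: EC80 β-phenethylamine stimulus; Compound dosing: single nominal final test compound concentration of 3 µM; Timing: 140 s kinetic read after compound, 140 s after agonist; Signal: Fluo-8 calcium-sensitive fluorescence; Measure: % inhibition of agonist calcium response; Controls: DMSO and EC80 PEA controls.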
M1 ag parental – counter-screen for M1 agonists: effect in parental CHO-K1 cells. Fluo-8 calcium fluorescence; scaled to maximal ATP response, vehicle zero. activation, % at 3 µM. 0.48% of 360,000 active. AID 602248, 2012; in the data active = activation above about 15%;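 also: untransfected CHO-K1 host cells lacking M1 receptor as counterscreen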
M1 PAM – human M1 muscarinic receptor positive allosteric modulators, primary screen, CHO-K1 cells, Fluo-8 calcium fluorescence, 1536-well | AID 588819, 2011 | activation, % at 3 µM | 0.088% of 360,000 active | CHO-K1 hM1, ACh EC20; 0% = ACh EC20, 100% = maximal ACh; in the data active = activation above about 19%, passing the limit was not always enough
Target sequence (P11229 whole entry, looked up): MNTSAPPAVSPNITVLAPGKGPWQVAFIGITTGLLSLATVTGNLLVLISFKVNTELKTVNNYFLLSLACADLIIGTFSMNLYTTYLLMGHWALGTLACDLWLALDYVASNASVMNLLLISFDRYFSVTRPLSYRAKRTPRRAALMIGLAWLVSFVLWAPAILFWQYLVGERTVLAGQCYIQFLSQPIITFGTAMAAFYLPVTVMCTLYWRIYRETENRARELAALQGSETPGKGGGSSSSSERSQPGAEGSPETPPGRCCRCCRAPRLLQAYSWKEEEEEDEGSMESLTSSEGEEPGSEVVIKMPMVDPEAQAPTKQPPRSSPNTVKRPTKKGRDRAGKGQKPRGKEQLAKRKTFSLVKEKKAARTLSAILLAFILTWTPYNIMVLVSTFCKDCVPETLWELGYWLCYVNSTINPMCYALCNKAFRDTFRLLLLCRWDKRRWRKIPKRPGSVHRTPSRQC
CHO parental Ca – ATP-evoked calcium signal inhibitors, parental CHO, primary screen, counter-screen for OX1R antagonist project, cell-based, fluorescence, Fluo-8 calcium dye; parental CHO-K1, ATP-induced calcium, Fluo-8 fluorescence; AID 463079, 2010; inhibition, % at 5.6 µM; 0.63% of 330,000 active;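 active = inhibition above that plate's mean sample inhibition plus 3 SD, cut at about 26% in these data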;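 also: 0% = ATP-challenged DMSO wells and 100% = DMSO wells without ATP; some compounds past the cut are filed as inactive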
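test system = CHO parental line | reagent = ATP stimulus | measured by = intracellular calcium via Fluo-8 no-wash fluorescent dye | control set = ATP and no-ATP DMSO wells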
CHO-K1 Ca antag – M1 antagonist counterscreen hit in parental CHO-K1 cells. ATP-induced calcium, Fluo-8 fluorescence. inhibition, % at 3 µM. 0.6% of 360,000 active. AID 602250;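 active = inhibition above a per-plate cutoff, the plate's mean sample inhibition plus 3 SD, cut at about 24% in these data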;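 also: 0% = DMSO plus EC80 ATP and 100% = DMSO alone without ATP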
M1 antag – human M1 muscarinic receptor antagonists, primary screen, CHO-K1 cells, Fluo-8 calcium fluorescence, 1536-well | Muscarinic acetylcholine receptor M1 (Homo sapiens), P11229 | 1.3% of 360,000 active | CHO-K1 hM1, ACh EC80 antagonist | AID 588852, 2011 | inhibition, % at 3 µM;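 active = percent inhibition above its own plate's cutoff, namely the mean of that plate's compound wells plus 3 SD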;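 also: peak over basal fluorescence ratio during 140 s after agonist addition; 0% = ACh EC80 plus DMSO and 100% = DMSO alone without agonist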
TAAR1 agonist – human TAAR1 agonists, primary screen, Fluo-8 calcium fluorescence, CHO RD-HGA16 cells. vehicle wells 0%, saturating PEA agonist 100%. activation, % at 3 µM. 0.99% of 360,000 active. AID 624467, 2012;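 active = activation above the mean activation of all test compounds in the run plus 3 SD, cut at about 38% in these data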
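Assay system – CHO-derived RD-HGA16 cells with stable Gα16 and human TAAR1 · Compound dosing – one-point dosing at 3 µM (nominal) · Incubation – 17-24 h seeding, 75 min 37 °C dye, 30 min RT · Measured by – kinetic Fluo-8 calcium fluorescence · Control set – DMSO vehicle as 0%, PEA at EC100 as 100% · Repeats – single well for each compound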
M1 ag – human M1 muscarinic receptor agonists, primary screen, Fluo-8 calcium fluorescence, CHO-K1 cells, HTS. activation, % at 3 µM. 0.33% of 360,000 active. Muscarinic acetylcholine receptor M1 (Homo sapiens), P11229. CHO-K1 hM1, agonist mode; 0% DMSO, 100% acetylcholine EC100;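 active = activation above the run's mean compound activation plus 3 SD, cut at about 16% in these data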;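 also: peak over basal fluorescence ratio within a 140 s kinetic read after compound addition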
The depositor's hits bear a star. Compounds as they come; 4.4% or so of the library scored in one or more.

How did CCCCNC(=O)c1ccc2c(c1)C(=O)N(Cc1ccncc1)C2=O do in these assays?
CHO-K1 Ca PAM: -25; TAAR1 antagonist: -21; M1 ag parental: 1.1; M1 PAM: 4; CHO-K1 Ca antag: 7; M1 antag: -3; TAAR1 agonist: -1; M1 ag: -1

What do the screens show for `O=C(Nc1ccccc1)Nn1cnnc1`?
CHO-K1 Ca PAM: 14; TAAR1 antagonist: -11; M1 ag parental: 0.4; M1 PAM: 4; CHO-K1 Ca antag: -17; M1 antag: 1; TAAR1 agonist: 30; M1 ag: -4

What do the screens show for `CC1C(=O)CC2C3(C)CCC2(C(C)C(=O)O)C(=O)C13` (stereo unspecified)?
CHO-K1 Ca PAM: 2; TAAR1 antagonist: -12; M1 ag parental: -0.1; M1 PAM: 7; CHO-K1 Ca antag: 0; M1 antag: -8; TAAR1 agonist: 2; M1 ag: -5

Results for Cc1ccc(S(=O)(=O)N2CCC(C(=O)N3CCCC(C(F)(F)F)C3)CC2)cc1C (stereo unspecified) ?
CHO-K1 Ca PAM: 4; TAAR1 antagonist: -32; M1 ag parental: 0.7; M1 PAM: 8; CHO parental Ca: -18; CHO-K1 Ca antag: -8; M1 antag: -14; TAAR1 agonist: 4; M1 ag: -1

How did CN1CCN(Cc2c(O)ccc3cc(-c4ccccn4)c(=O)oc23)CC1 do in these assays?
CHO-K1 Ca PAM: 22; TAAR1 antagonist: -16; M1 ag parental: 2.6; M1 PAM: 7; CHO parental Ca: -22; CHO-K1 Ca antag: 0; M1 antag: 0; TAAR1 agonist: 2; M1 ag: -12

What do the screens show for `O=C(CCCN1C(=O)/C(=C/c2cccc(Br)c2)SC1=S)Nc1ccccn1`?
CHO-K1 Ca PAM: -6; TAAR1 antagonist: 6; M1 ag parental: 0.3; M1 PAM: 9; CHO parental Ca: -14; CHO-K1 Ca antag: 7; M1 antag: -3; TAAR1 agonist: 3; M1 ag: -3

Results for O=S(=O)(c1ccc(SCCOc2ccccc2)nc1)N1CCCC1 ?
CHO-K1 Ca PAM: 24; TAAR1 antagonist: 25; M1 ag parental: 1.8; M1 PAM: -4; CHO parental Ca: -6; CHO-K1 Ca antag: -29; M1 antag: -4; TAAR1 agonist: 1; M1 ag: -4

How did COc1ccc(-c2ccc(=O)[nH]n2)cc1 do in these assays?
CHO-K1 Ca PAM: -1; M1 ag parental: 0.0; M1 PAM: -4; CHO parental Ca: 3; CHO-K1 Ca antag: 5; M1 antag: 1; M1 ag: -3

How did O=C(Nc1ccc(S(=O)(=O)Nc2ncccn2)cc1)C(F)(F)F do in these assays?
CHO-K1 Ca PAM: 10; TAAR1 antagonist: 4; M1 ag parental: -0.3; M1 PAM: 11; CHO parental Ca: -1; CHO-K1 Ca antag: -5; M1 antag: -15; TAAR1 agonist: 2; M1 ag: -4

How did O=C(CSc1nnc(-c2ccc(O)cc2)n1Cc1ccco1)N1CCc2ccccc2C1 do in these assays?
CHO-K1 Ca PAM: 23; TAAR1 antagonist: -1; M1 ag parental: 1.1; M1 PAM: 12; CHO parental Ca: -23; CHO-K1 Ca antag: -14; M1 antag: -8; TAAR1 agonist: 5; M1 ag: -6

What do the screens show for `O=C(CCc1nnc(CCCCc2ccccc2)o1)N1CCCCC1CCO` (stereo unspecified)?
CHO-K1 Ca PAM: 11; TAAR1 antagonist: -34; M1 ag parental: 1.6; M1 PAM: -8; CHO parental Ca: -21; CHO-K1 Ca antag: -6; M1 antag: 18; TAAR1 agonist: 1; M1 ag: -2

Results for COc1ccccc1CNS(=O)(=O)c1cc(C(=O)NCc2ccccn2)c(Cl)cc1Cl ?
CHO-K1 Ca PAM: -33; TAAR1 antagonist: 17; M1 ag parental: 0.3; M1 PAM: 2; CHO-K1 Ca antag: 17; M1 antag: 6; TAAR1 agonist: 4; M1 ag: -1

Results for CCOC(=O)N1CCN(CC(c2ccccc2)c2ccccc2)CC1 ?
CHO-K1 Ca PAM: 0; TAAR1 antagonist: -14; M1 ag parental: -0.3; M1 PAM: 0; CHO parental Ca: -23; CHO-K1 Ca antag: -5; M1 antag: -2; TAAR1 agonist: 11; M1 ag: -9

Results for O=[N+]([O-])c1ccc(CN2CC(N3CC=CC3)CS2(=O)=O)cc1 (stereo unspecified) ?
CHO-K1 Ca PAM: 3; TAAR1 antagonist: 17; M1 ag parental: 0.4; M1 PAM: -1; CHO-K1 Ca antag: 6; M1 antag: 8; TAAR1 agonist: 2; M1 ag: -5

How did O=C(Nc1ccc2c(c1)OCO2)c1ccc2sc([C@@H]3O[C@H](CO)[C@H](O)[C@H](O)[C@H]3O)nc2c1 do in these assays?
CHO-K1 Ca PAM: 11; TAAR1 antagonist: -21; M1 ag parental: 0.2; M1 PAM: 3; CHO-K1 Ca antag: -10; M1 antag: -14; TAAR1 agonist: 4; M1 ag: -2

What do the screens show for `O=C(Nc1ncccc1O)C1CCN(S(=O)(=O)c2ccc3ccccc3c2)CC1`?
CHO-K1 Ca PAM: -8; TAAR1 antagonist: 2; M1 ag parental: 0.1; M1 PAM: -2; CHO parental Ca: 4; CHO-K1 Ca antag: 7; M1 antag: 1; TAAR1 agonist: 0; M1 ag: -3

How did Cc1ccc(SCCN2CCN(C)CC2)cc1 do in these assays?
CHO-K1 Ca PAM: 17; TAAR1 antagonist: 2; M1 ag parental: 0.8; M1 PAM: 8; CHO parental Ca: 2; CHO-K1 Ca antag: -4; M1 antag: 0; TAAR1 agonist: -1; M1 ag: -6

How did CC1CCCCN1CCNc1nc(=S)[nH]c2ccccc12 (stereo unspecified) do in these assays?
CHO-K1 Ca PAM: -3; TAAR1 antagonist: 13; M1 ag parental: 0.0; M1 PAM: -16; CHO parental Ca: 8; CHO-K1 Ca antag: -7; M1 antag: 14; TAAR1 agonist: 0; M1 ag: -13

How did O=C(O)C1CCCN1S(=O)(=O)c1ccc(Cl)cc1 (stereo unspecified) do in these assays?
CHO-K1 Ca PAM: 7; TAAR1 antagonist: -4; M1 ag parental: -0.3; M1 PAM: 14; CHO parental Ca: 8; CHO-K1 Ca antag: 0; M1 antag: 3; TAAR1 agonist: 5; M1 ag: 1

How did O=C(NCc1ccco1)C1CCN(S(=O)(=O)N2CCC3(CC2)OCCO3)CC1 do in these assays?
CHO-K1 Ca PAM: 5; TAAR1 antagonist: 5; M1 ag parental: 0.0; M1 PAM: 6; CHO parental Ca: -4; CHO-K1 Ca antag: 1; M1 antag: -2; TAAR1 agonist: 2; M1 ag: -1

How did Cc1cc(NC(=O)c2ccc([N+](=O)[O-])cc2)n(C)n1 do in these assays?
CHO-K1 Ca PAM: 17; TAAR1 antagonist: 3; M1 ag parental: 1.0; M1 PAM: 6; CHO parental Ca: -20; CHO-K1 Ca antag: -6; M1 antag: -3; TAAR1 agonist: 1; M1 ag: -3

How did CCCc1nc2ccccc2c(C(=O)OCc2nnc(-c3cc(OC)c(OC)c(OC)c3)o2)c1CC do in these assays?
CHO-K1 Ca PAM: 12; TAAR1 antagonist: 44; M1 ag parental: 0.8; M1 PAM: -5; CHO parental Ca: -22; CHO-K1 Ca antag: 2; M1 antag: 24*; TAAR1 agonist: 6; M1 ag: -2

What do the screens show for `Cc1ccc2c(c1)C(=O)N1[C@H]3c4cc(Br)ccc4OC[C@@H]3[C@H](c3ccccc3)[C@]1(C)C(=O)N2`?
CHO-K1 Ca PAM: 15; TAAR1 antagonist: 0; M1 ag parental: 0.5; M1 PAM: -6; CHO parental Ca: -14; CHO-K1 Ca antag: -12; M1 antag: 6; TAAR1 agonist: 14; M1 ag: -4

Results for COc1ccc(NC(=O)C2C3C=CC4(O3)C2C(=O)N(CCN2CCCCC2C)C4C(=O)NC2CCCCC2)cc1 (stereo unspecified) ?
CHO-K1 Ca PAM: 2; TAAR1 antagonist: -32; M1 ag parental: 0.2; M1 PAM: 11; CHO parental Ca: -3; CHO-K1 Ca antag: -10; M1 antag: 1; TAAR1 agonist: 2; M1 ag: -8

What do the screens show for `COc1ccc(/C(C)=N/Nc2nncc3ccccc23)cc1`?
CHO-K1 Ca PAM: -5; TAAR1 antagonist: -14; M1 ag parental: 0.1; M1 PAM: 1; CHO parental Ca: -8; CHO-K1 Ca antag: 3; M1 antag: 6; TAAR1 agonist: 5; M1 ag: -3

Results for Cc1cc(N/N=C/c2ccc(N(C)C)cc2)nc(NCc2ccccc2)n1 ?
CHO-K1 Ca PAM: 20; TAAR1 antagonist: 31; M1 ag parental: 0.8; M1 PAM: 3; CHO parental Ca: -15; CHO-K1 Ca antag: -15; M1 antag: -6; TAAR1 agonist: 5; M1 ag: -4

Arranged by count of non-hydrogen atoms (lowest first): part of the list above.
How did Cc1ccc(SCCN2CCN(C)CC2)cc1 do in these assays?
CHO-K1 Ca PAM: 17; TAAR1 antagonist: 2; M1 ag parental: 0.8; M1 PAM: 8; CHO parental Ca: 2; CHO-K1 Ca antag: -4; M1 antag: 0; TAAR1 agonist: -1; M1 ag: -6

How did Cc1cc(NC(=O)c2ccc([N+](=O)[O-])cc2)n(C)n1 do in these assays?
CHO-K1 Ca PAM: 17; TAAR1 antagonist: 3; M1 ag parental: 1.0; M1 PAM: 6; CHO parental Ca: -20; CHO-K1 Ca antag: -6; M1 antag: -3; TAAR1 agonist: 1; M1 ag: -3

Results for Cc1cc(N/N=C/c2ccc(N(C)C)cc2)nc(NCc2ccccc2)n1 ?
CHO-K1 Ca PAM: 20; TAAR1 antagonist: 31; M1 ag parental: 0.8; M1 PAM: 3; CHO parental Ca: -15; CHO-K1 Ca antag: -15; M1 antag: -6; TAAR1 agonist: 5; M1 ag: -4

What do the screens show for `Cc1ccc2c(c1)C(=O)N1[C@H]3c4cc(Br)ccc4OC[C@@H]3[C@H](c3ccccc3)[C@]1(C)C(=O)N2`?
CHO-K1 Ca PAM: 15; TAAR1 antagonist: 0; M1 ag parental: 0.5; M1 PAM: -6; CHO parental Ca: -14; CHO-K1 Ca antag: -12; M1 antag: 6; TAAR1 agonist: 14; M1 ag: -4

How did CCCc1nc2ccccc2c(C(=O)OCc2nnc(-c3cc(OC)c(OC)c(OC)c3)o2)c1CC do in these assays?
CHO-K1 Ca PAM: 12; TAAR1 antagonist: 44; M1 ag parental: 0.8; M1 PAM: -5; CHO parental Ca: -22; CHO-K1 Ca antag: 2; M1 antag: 24*; TAAR1 agonist: 6; M1 ag: -2

Compound activity: PubChem, The Scripps Research Institute Molecular Screening Center
